Screening results (PubChem BioAssay)
ST2 IL33 inh = inhibitors of human ST2 (IL1RL1) binding to IL-33, primary screen, biochemical, AlphaLISA | AlphaLISA ST2-Fc/biotin-IL-33 interaction, 1 h | inhibition, % for hits at 17 µM | hit rate 2.3% among 78,000; in the data active means inhibition above about 30%; inconclusive means mostly about 10% to 28%
Target sequence (Q01638 whole entry, looked up): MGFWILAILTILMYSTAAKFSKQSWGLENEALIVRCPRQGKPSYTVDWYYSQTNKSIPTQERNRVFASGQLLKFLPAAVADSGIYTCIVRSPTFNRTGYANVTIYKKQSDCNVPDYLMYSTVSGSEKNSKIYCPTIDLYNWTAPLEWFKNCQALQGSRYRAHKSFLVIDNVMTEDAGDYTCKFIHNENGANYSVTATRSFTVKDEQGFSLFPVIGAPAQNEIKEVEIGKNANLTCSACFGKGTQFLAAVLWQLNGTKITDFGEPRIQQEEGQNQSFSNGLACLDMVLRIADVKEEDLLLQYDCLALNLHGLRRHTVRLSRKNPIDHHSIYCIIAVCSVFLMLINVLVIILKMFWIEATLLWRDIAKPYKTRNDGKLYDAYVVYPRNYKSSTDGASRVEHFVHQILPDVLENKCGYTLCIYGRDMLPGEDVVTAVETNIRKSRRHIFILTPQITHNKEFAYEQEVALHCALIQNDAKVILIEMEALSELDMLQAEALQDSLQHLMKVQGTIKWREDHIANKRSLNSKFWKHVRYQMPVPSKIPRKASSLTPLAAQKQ
* = called active by the depositor; i = inactive; ? = inconclusive. Some of the compounds tested. The share of hits here may be higher or lower than overall.

Molecule | ST2 IL33 inh
Cc1ccc2c(c1)c1c(n2C)C(C(N)=O)CCC1 (stereo not given) | 32.0%*
CCc1cnc(C)nc1N1CCCC(n2cc(C(=O)NC3CCCC3)nn2)C1 (stereo not given) | ?
COc1ccc2nc(CCNC(=O)CC(=O)Nc3cc(C)cc(C)c3)[nH]c2c1 | i
Cc1ccc2nc(NC3=NC(C(=O)Nc4ccc(Cl)c(Cl)c4)CC(=O)N3)nc(C)c2c1 (stereo not given) | i
CC1CCN(C(=O)c2ccc(Cl)c(Cl)c2)CC1 | ?
CNC(=O)c1c(NC(=O)c2cnc(C(C)C)nc2C)sc2c1CCCC2 | i
COc1ccc(S(=O)(=O)N2CCC(C(=O)N3CCC(Cc4ccccc4)CC3)CC2)cc1 | i
COc1cccc(C2N(c3nccs3)C(=O)C3CCCN32)c1 (stereo not given) | ?
Cc1cnccc1-c1cccc(C(=O)O)c1 | i
C=CC(C)(O)CC/C=C(/C)COC(=O)C(C)C1CCC(C)(C=C)O1 (stereo not given) | i
CC1(C)CC(=O)C2=C(C1)Nc1nc(SCc3ccccc3F)nn1C2c1ccc([N+](=O)[O-])cc1 (stereo not given) | i
CC(=O)c1ccc(NC(=O)c2cnc3n(c2=O)CCS3)cc1 | i
COc1cc([N+](=O)[O-])ccc1NC(=O)c1ccco1 | i
CCc1nc(-c2c(-c3ccccc3)ncn2Cc2n[nH]c3c2CCC3)c(C)[nH]1 | ?
CC(C)(O)/C(=C/C=C/S(=O)(=O)c1ccccc1)Sc1ccccc1 | i
CC1=NOC(C(=O)Nc2ccccc2OCCCc2ccccc2)C1 (stereo not given) | i
Cc1cc(OCc2nc(-c3ccccn3)no2)cc(C)c1Br | i
Cc1ccc(OCCOc2ccc([N+](=O)[O-])cc2/C=C2\C(=O)NN(c3ccccc3)C2=O)cc1 | ?
COc1ccccc1C1CC(=O)N2CN(c3ccccc3F)CSC2=C1C#N (stereo not given) | i
CN1C[C@@H](NC(=O)Nc2ccc(C(F)(F)F)cc2)C[C@H]1c1nc(-c2ccncc2)no1 | i
COc1ccc(Cl)cc1NC(=O)C1CSC(c2ccncc2)=N1 (stereo not given) | ?
CC(NC(=O)c1ccco1)C(=O)O (stereo not given) | i
CCC(C)N(Cc1cccnc1)C(=O)c1cccc(NC(=O)c2ccoc2C)c1 (stereo not given) | i
Cc1ccn2cc(CNC(=O)c3cccc(-n4cccn4)c3)nc2c1 | i
CC1=C(C(=O)Nc2c(F)cccc2F)C(c2ccccc2)C2=C(CC(c3ccccc3)CC2=O)N1 (stereo not given) | ?

Some of the entries so far, as labelled records:
CC1(C)CC(=O)C2=C(C1)Nc1nc(SCc3ccccc3F)nn1C2c1ccc([N+](=O)[O-])cc1 (stereo not given)
  ST2 IL33 inh: i
CC(=O)c1ccc(NC(=O)c2cnc3n(c2=O)CCS3)cc1
  ST2 IL33 inh: i

Next part.
Molecule | ST2 IL33 inh
COc1ccc(CNCCC2(c3ccccc3)CCOC(C(C)C)C2)cc1OC (stereo not given) | i
COc1ccc(Cl)cc1N(CC(=O)N1CCCCC1)S(=O)(=O)c1ccccc1 | i
COCCn1c(=O)[nH]c2cc(C(=O)OC)ccc2c1=O | ?
Cn1c(C(=O)N2COCC2(C)C)cc2c(=O)n3ccccc3nc21 | i
CCCOCCOC(=O)C1=C(C)NC2=C(C(=O)C(C(=O)OC)C(C)C2)C1c1ccccc1F (stereo not given) | i
CCCCCSc1nnc(-c2ccccc2NC(C)=O)c(=O)[nH]1 | i
Cc1cc(C)c2c(C)nn(C3CCOC(C)(C)C3)c2n1 (stereo not given) | i
Cn1cc(SCC(=O)Nc2ccc3c(c2)OCCO3)c2ccccc21 | i
Cc1ccc2oc(-c3ccc(Cl)c(Cl)c3)c(O)c(=O)c2c1 | ?
CCC(=O)N1CCc2cc(Br)cc(S(=O)(=O)Nc3cccc(Cl)c3)c21 | i
Cc1nsc(NC(=O)N2CCOc3ccc(Cl)cc3C2)n1 | ?
Cc1ccc2nc(NC(=O)c3ccc(S(=O)(=O)N4CCCC4)cc3)sc2c1 | i
O=C(CN1C(=O)c2ccccc2C1=O)Nc1ccc(Br)cc1 | 34.0%*
CCOc1ccc(/C=C/C(=O)Nc2nc3ccc(S(C)(=O)=O)cc3s2)cc1OC | i
Cc1cc(CN2CCC(n3cc(-c4cc(F)cc(F)c4)nn3)CC2)n[nH]1 | i
Cc1ccc(S(=O)(=O)Nc2cccnc2)cc1 | i
COc1cccc(OC)c1CNC(=O)CC1NC(=O)c2ccccc21 (stereo not given) | i
COc1ccc(CC(=O)NC2CCCCC2C)cc1 (stereo not given) | i
CCc1nc(SCC(=O)c2ccc(OC)cc2)n[nH]1 | i
N#CC1=C(N)OC2=C(C(=O)CC(c3ccccc3)C2)C1c1cccc(Cl)c1 (stereo not given) | ?
Cc1ccccc1C(=O)N1CCC(C(=O)Nc2cc(C(F)(F)F)ccc2Cl)CC1 | i
CCOc1ccc2nc(Cl)c(C3CC(c4ccccc4)=NN3C(=O)CCCC(=O)O)cc2c1 (stereo not given) | i
O=[N+]([O-])c1ccccc1N=Cc1nc(-c2ccccc2F)oc1O | ?
COCCN1CC(C(=O)NCc2scnc2-c2ccccc2)CCC1=O (stereo not given) | i
O=C(c1ccc(F)cc1)N1CCN(C(=O)c2ccc(F)cc2)CC1 | ?

Additional entries:
Molecule | ST2 IL33 inh
Cc1ccc(C(=O)NCCCN(C)C)cc1Cl | i
CC(C)c1nc(C(=O)N2CC[C@@H](c3ccc4c(c3)OCO4)[C@H](O)C2)cs1 | ?
COc1ccccc1-c1cc(C(=O)N2CCCc3ccccc32)no1 | i
O=C(Nc1ccccc1)Nc1ccc(=O)n2c1[C@@H]1C[C@@H](CN(C(=O)c3ccc(F)cc3)C1)C2 | i
O=c1[nH]c2ccc(S(=O)(=O)Nc3cccc(F)c3)cc2s1 | i
CCCOc1ccc(C(=O)Nc2ccc(-c3nc4ncccc4o3)cc2)cc1 | i
NC(=O)CNC(=O)C1=C[C@@H](NC(=O)c2cccs2)[C@@H](O)[C@H](O)C1 | i
CCSc1nnc2c(n1)OC1(Nc3ccccc3-2)C(=O)Nc2ccc(Cl)cc21 (stereo not given) | i
Cc1ccccc1OCC(=O)N1N=C(c2ccc(Br)cc2)CC1(O)C(F)(F)F (stereo not given) | i
NC(=O)c1ccnc(-c2ccccc2-c2ccccc2)c1 | i
CCOC(=O)C1CCCN(C(=O)C2c3ccccc3C(=O)N3CCc4ccccc4C23)C1 (stereo not given) | i
O=C(O)C1(C/C=C/c2ccccc2)CCCN(c2ncnc3nc[nH]c23)C1 (stereo not given) | ?
CC(=O)NCCNS(=O)(=O)NCc1ccccc1 | ?
CCC(C)N(Cc1ccncc1)Cc1nn(C)cc1Cl (stereo not given) | ?
O=C(N[C@H]1CCN2C(=O)c3cc(-c4ccccc4)ccc3NC(=O)[C@H]12)c1cccs1 | i
CSc1nnc2sc3ccccc3n12 | i
O=c1oc(-c2ccccc2)nc2sc3c(c12)CCC3 | ?
Cn1c(SCC(=O)c2ccc(Cl)cc2)nc2c([nH]c3ccccc32)c1=O | i
Cc1cc(C)n(-c2cc(NCCO)ncn2)n1 | i
CCN1C(=O)N(C2Cc3ccccc3C2)C(=O)C12CCN(Cc1ccoc1)CC2 | ?
COc1ccc(-c2cnccc2C)c(OC)c1 | i
COc1ccc(NC2OC(=O)c3c2ccc(OC)c3OC)cc1 (stereo not given) | i
O=C(c1c(F)c(F)c(F)c(F)c1F)N1CCN(Cc2ccccc2)CC1 | i
CSc1ccc(CN2CCCC(CCC(=O)NC3CC3)C2)cc1 (stereo not given) | i
COc1ccc(OC)c(NC(NC(=O)c2ccco2)C(=O)c2ccc(Cl)cc2)c1 (stereo not given) | i

The final seven compounds of the section above come first, to join the parts:
Molecule | ST2 IL33 inh
Cc1cc(C)n(-c2cc(NCCO)ncn2)n1 | i
CCN1C(=O)N(C2Cc3ccccc3C2)C(=O)C12CCN(Cc1ccoc1)CC2 | ?
COc1ccc(-c2cnccc2C)c(OC)c1 | i
COc1ccc(NC2OC(=O)c3c2ccc(OC)c3OC)cc1 (stereo not given) | i
O=C(c1c(F)c(F)c(F)c(F)c1F)N1CCN(Cc2ccccc2)CC1 | i
CSc1ccc(CN2CCCC(CCC(=O)NC3CC3)C2)cc1 (stereo not given) | i
COc1ccc(OC)c(NC(NC(=O)c2ccco2)C(=O)c2ccc(Cl)cc2)c1 (stereo not given) | i
O=C(O)CC1C(=O)NCCN1Cc1cccc(Oc2ccccc2)c1 (stereo not given) | ?
Cc1cccn2c(CC(=O)NC[C@@H]3C[C@@H]4C=C[C@H]3C43CC3)cnc12 | i
CCn1c(CC2CCN(C(=O)c3cc4sccc4[nH]3)CC2)nn(C)c1=O | i
COCC1(C(=O)N2CCNC(=O)[C@@H]2Cc2ccccc2)CCC1 | i
COCCN(CC1CCN(Cc2ccccc2F)CC1)C(=O)c1cnc(C)cn1 | i
CCCCN(C)C(=O)CNC(=O)Cn1ccc2ccccc2c1=O | i
COc1ccc2oc(=O)c(C(=O)Nc3cccc(C(F)(F)F)c3)cc2c1 | i
Cc1nc(SCC(=O)OCc2ccccc2)c2c(=O)n(C)c(=O)n(C)c2n1 | i
COc1ccc(Cl)cc1C(=O)Nc1ccc(Nc2nc(C)cc(N(C)C)n2)cc1 | 33.0%*
CCOc1nc(SCCOc2ccc(C)cc2)nc(N(C)C)n1 | ?
O=C(O)c1cccc(-n2cnnn2)c1 | i
CC1CCCN(c2ncnc3c2cnn3-c2ccc(Cl)cc2)C1 (stereo not given) | ?
CC(=O)N1CCc2c(nc(C)nc2N(C)C/C=C/c2ccccc2)C1 | ?
N/C(=C\C(=O)c1ccccc1O)C(Cl)(Cl)Cl | i
O=C(O)CCC(=O)Nc1ccc(I)cc1 | i
Cc1ccccc1-n1nc2c(c1NC(=O)c1c(F)cccc1Cl)CS(=O)C2 (stereo not given) | i
CCO[C@H]1COC[C@@H]1NC(=O)C(=O)c1ccco1 | ?
CCCN(CCO)Cc1ccccn1 | ?
CN1CCCC2(CCN(C(=O)C3(c4ccccc4F)CC3)C2)C1=O (stereo not given) | i
CCCCc1nc(Cl)c(CN2CCN(C)C(C(=O)O)C2)[nH]1 (stereo not given) | i
CC(C)n1cc(C2c3[nH]c4ccccc4c3CCN2CCCn2cccn2)cn1 (stereo not given) | i
CCOC(=O)c1cc2ccc(OCc3ccccc3)cc2oc1=O | i
CCOC(=O)c1ccc(N2C(=O)C(=O)C(=C(O)c3ccc(OC)cc3)C2c2ccc(C)cc2)cc1 (stereo not given) | i
Cc1ccc(NC(=O)CN2C(=O)CCc3cc(S(=O)(=O)N4CCCC4)ccc32)nc1 | i
CC(C)c1ccc(N(C(=O)c2cc3ccccc3oc2=O)C2C=CS(=O)(=O)C2)cc1 (stereo not given) | i

Later entries
Molecule | ST2 IL33 inh
CC1=NN(c2cccc(Br)c2)C(=O)/C1=C/c1ccc(-c2ccc3c(c2)C(=O)OC3)o1 | i
Cc1cccn2c(CC(=O)N(C)C(C)c3nccs3)cnc12 (stereo not given) | i
CC(=O)Nc1ccc(NC(=O)CC(c2ccccc2)c2ccccc2)cc1 | i
Cc1ccc(NC(=O)COc2nsnc2N2CCOCC2)cc1 | i
C=CCOc1ccc(C(O)=C2C(=O)C(=O)N(CCN(C)C)C2c2ccc([N+](=O)[O-])cc2)cc1 (stereo not given) | i
O=C(CS(=O)(=O)c1c[nH]c2ccccc12)N1CCc2ccccc21 | i
O=C(Nc1sc2c(c1C(=O)N1CCCCC1)CCC2)c1ccccc1F | i
CC(NCC(=O)Nc1cnccn1)c1ccccc1-n1cccn1 (stereo not given) | i
COc1ccc2oc(=O)c(C(=O)NCCc3ccccc3)cc2c1 | ?
CCN1CCOC(CC(=O)Nc2ccccc2)C1=O (stereo not given) | ?
CCOc1ccc(NC(=O)C2CC(=O)N(C3CCCCC3)C2)cc1 (stereo not given) | i
O=C(CSC1CC(=O)N(c2ccccc2)C1=O)Nc1ccc(Br)cc1 (stereo not given) | i
COc1ccc(CCNc2ncnc3scc(-c4ccccc4)c23)cc1OC | i
COc1ccc(CSc2nnc(NC(=O)c3ccc(Cl)cc3Cl)s2)cc1[N+](=O)[O-] | i
O=C(Nc1nnc(-c2ccccc2Br)s1)c1ccc2c(c1)OCO2 | i
CNS(=O)(=O)c1ccc(CN2CC3(CCNCC3)CC2C(=O)O)cc1 (stereo not given) | ?
O=C(CCn1cnc2ccccc2c1=O)NCc1cnn2ccccc12 | ?
COCc1ncc(CN2CCC(Cc3cccc(C(=O)O)c3)C2)cn1 (stereo not given) | i
O=C(Cn1cncn1)N1CCC2(CCCN(Cc3ccccc3F)C2)C1 (stereo not given) | i
Cc1cccnc1CN(C)Cc1nc(C(C)C)cs1 | i
COc1ccc2c(c1)CCN(C(=O)Nc1n[nH]c(-c3ccccc3F)n1)C2 | i
O=C(Nc1ccccc1F)c1ccccc1Br | i
Cc1ccc(CCNC(=O)c2ccc3c(c2)ncn3C2CCCC2)cc1 | i
CCc1ccc(C2CC(c3ccc(Cl)cc3)Nc3nc(N)nn32)cc1 (stereo not given) | ?
Cc1c(C(=O)Nc2cccc(Cl)c2)sc2nc[nH]c(=O)c12 | i

(next part)
Molecule | ST2 IL33 inh
O=[N+]([O-])c1cc(-n2ncnc2-c2ccc(F)cc2)ccc1F | i
COc1ccc(-c2nn(-c3ccccc3C)cc2CN(C)CCn2ccnc2C)cc1F | ?
CCc1ccc(N2C(=O)c3ccccc3NC2c2cccc([N+](=O)[O-])c2)cc1 (stereo not given) | i
CN1C(=O)C2(CCN(C(=O)c3cc(Cl)c[nH]c3=O)CC2)c2ccccc21 | ?
